Screens (PubChem)
D1 antagonist: Antagonist of Human D 1 Dopamine Receptor: qHTS | D(1A) dopamine receptor (Homo sapiens), P21728 | HEK293 TREx D1 cells, calcium flux, dopamine EC80; hits give low values | activity change, negative = inhibition, % at 10 µM | 3.2% of 360,000 active; in the data active means activity change below about -30%; further: on the % scale 0 is the no-effect control and ±100 the full control effect
Target sequence (P21728 whole entry, looked up): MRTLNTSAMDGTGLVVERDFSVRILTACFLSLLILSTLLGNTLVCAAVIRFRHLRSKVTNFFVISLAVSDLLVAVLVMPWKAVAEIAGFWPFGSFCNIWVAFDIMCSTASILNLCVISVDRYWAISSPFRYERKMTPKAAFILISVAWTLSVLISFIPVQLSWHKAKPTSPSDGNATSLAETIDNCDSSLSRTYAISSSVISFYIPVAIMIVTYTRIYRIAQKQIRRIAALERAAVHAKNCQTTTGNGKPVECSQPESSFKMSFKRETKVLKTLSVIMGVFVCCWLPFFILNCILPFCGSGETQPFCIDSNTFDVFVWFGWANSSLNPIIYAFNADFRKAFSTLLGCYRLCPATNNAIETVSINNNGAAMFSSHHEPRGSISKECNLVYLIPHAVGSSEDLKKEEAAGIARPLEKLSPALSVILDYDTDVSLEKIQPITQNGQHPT
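After overnight tetracycline induction at 30 C, force-coupled D1 HEK293 cells took up a no-wash calcium dye at room temperature. Compounds were added and monitored 180 s, and the response to EC80 dopamine was then recorded.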
D1 ag: Allosteric Agonists of the Human D1 Dopamine Receptor: qHTS; activation, % at 2 µM; HEK293 T-REx D1 cells, calcium flux, agonist mode; 1% of 360,000 active; D(1A) dopamine receptor (Homo sapiens), P21728; in the data active means activation above about 30%; further: 0% is about no effect
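Agonism was scored from calcium flux recorded over 180 s (1 read/s) after pintool compound addition, following a 10-cycle baseline. Cells were inducible force-coupled HEK293 TREx D1, plated overnight at 30 C and loaded with no-wash calcium dye.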
GRP78 ERSR act: qHTS for Inducers of the Endoplasmic Reticulum Stress Response (ERSR) in Human Glioma: qHTS. U87-MG GRP78 promoter luciferase reporter, 16 h. Potency, µM, inactives show at the highest dose activation, usual class: activators. 0.02% of 420,000 active. AID 602332, 2012; further: potency means the concentration at half of the fitted maximal effect; series mostly up to about 76 µM; % of control where 0% means no effect; nearly all actives have a fitted effect of over 35% in size
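ERSR induction read as luciferase luminescence (Bright-Glo, 10 min at room temperature) in stably transfected human U87-MG glioma cells exposed to compounds for 16 h, using GRP78 as sensor.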
D1 PAM: Potentiators of Human D1 Dopamine Receptor: qHTS; D(1A) dopamine receptor (Homo sapiens), P21728; HEK293 TREx D1 cells, calcium flux, dopamine EC20 potentiation; potentiation, % at 10 µM; 0.036% of 360,000 active; in the data active means potentiation above about 30%; further: 0% is about no effect
D2 PAM: HTS Assay for Positive Allosteric Modulators of the Human D2 Dopamine Receptor: Primary Screen for Potentiators | AID 485347, 2010 | 0.34% of 340,000 active | HEK293 T-REx D2, calcium flux, EC20 dopamine potentiation | potentiation, % at 10 µM;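 active means potentiation over 3 SD above the plate norm, cut at about 30% in these data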; further: 0% is about no effect
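Primary screen. Calcium kinetics in induced HEK293 T-REx D2 cells: compound pre-addition 180 s, EC20 dopamine, 180 s more.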
Vif-A3F inh: qHTS for Inhibitors of Vif-A3F Interactions: qHTS; 0.2% of 390,000 active; Potency, µM (titrated, usually from 46.1 µM), inactives show top-dose activity, negative = active; AID 602313, 2012; HeLa A3F-eYFP + Vif (tagged APOBEC3F with the HIV-1 protein that degrades it), YFP fluorescence increase; further: potency means the concentration at half of the fitted maximal effect; % of control where 0% means no effect; nearly all actives have a fitted effect of over 65% in size
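HeLa cells stably expressing A3F-eYFP plus Vif, plated and incubated overnight at 37 deg C, then exposed to compounds overnight at 37 deg C. Blocked degradation read as raised yellow fluorescence (Ex 488/Em 500-530).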
RXFP1 ag: qHTS Assay for Agonists of the Relaxin Receptor RXFP1; Relaxin receptor 1 (Homo sapiens), Q9HBX9; Potency, µM (top dose mostly 57.5 µM), for inactives: at the highest dose activation, usual class: activators; 0.3% of 370,000 active; HEK293T-RXFP1 cAMP TR-FRET, 30 min; response scale: percent of porcine relaxin response, buffer zero; AID 2676, 2010; further: potency means the concentration at half of the fitted maximal effect; on the % scale 0 is the no-effect control and ±100 the full control effect; nearly all actives have a fitted effect of over 60% in size; many of its hits are not listed in these tables
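HEK293 cells stably expressing RXFP1, treated 30 min at 37C with compounds plus PDE4 inhibitor Ro 20174; cAMP measured by HTRF TR-FRET. Normalized to buffer and 29 nM porcine relaxin; EC50 by Hill fit.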
Vif-APOBEC3G blk: qHTS for Inhibitors of Vif-A3G Interactions: qHTS; DNA dC->dU-editing enzyme APOBEC-3G (Homo sapiens), Q9HC16; HeLa A3G-eYFP + Vif (tagged APOBEC3G with the HIV-1 protein that degrades it), YFP fluorescence, overnight; Potency, µM (series often up to 46.1 µM), for the others: at the highest dose activity, negative = active, usual class: inhibitors; 0.076% of 410,000 active; AID 602310, 2012;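 further: potency means the concentration at half of the fitted maximal effect; on the % scale 0 is the no-effect control and ±100 the full control effect; nearly all actives have a fitted effect of over 60% in size; hits raise eYFP signal because A3G escapes Vif-driven loss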
Target sequence (Q9HC16 whole entry, looked up): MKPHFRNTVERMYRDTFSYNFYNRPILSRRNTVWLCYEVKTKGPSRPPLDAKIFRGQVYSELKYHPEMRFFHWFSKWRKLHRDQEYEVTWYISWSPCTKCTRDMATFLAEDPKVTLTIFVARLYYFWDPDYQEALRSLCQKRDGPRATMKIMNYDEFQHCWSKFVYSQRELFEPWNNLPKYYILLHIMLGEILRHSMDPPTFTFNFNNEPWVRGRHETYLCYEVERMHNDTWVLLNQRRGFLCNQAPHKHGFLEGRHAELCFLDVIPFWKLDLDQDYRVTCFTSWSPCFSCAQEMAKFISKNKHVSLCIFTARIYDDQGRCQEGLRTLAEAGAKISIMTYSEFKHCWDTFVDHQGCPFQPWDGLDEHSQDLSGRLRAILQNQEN
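HeLa cells stably expressing Vif and C-terminally eYFP-tagged A3G, seeded overnight at 37 deg C, then exposed to compound by pintool overnight at 37 deg C. Rise in yellow fluorescence (Ex 488/Em 500-530, Acumen) marks blocked Vif-driven A3G degradation.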
RXFP1 antagonist: qHTS Assay for Antagonists of the Relaxin Receptor RXFP1; Relaxin receptor 1 (Homo sapiens), Q9HBX9; HEK293-RXFP1, relaxin-stimulated cAMP HTRF, 30 min; hits give low values; activity change, negative = inhibition, % at 57.5 µM; 0.59% of 350,000 active; AID 1259400, 2018;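 active means activity change of -60% or lower, but not beyond a set lower limit; inconclusive means change between -60% and -40%, or beyond the set limit; inactive means change above -40%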; further: on the % scale 0 is the no-effect control and ±100 the full control effect
Active calls of the source: *; ? = inconclusive; . = not tested or not shown. Unless noted, the call rests on the fitted dose curve; in most records, active means well fitted curve in the direction sought with a large enough effect; inconclusive means small, poorly fitted or top-dose-only effect, or another doubt; inactive means no such curve, though single readings can be large; an effect the other way counts as inactive or inconclusive.

SMILES | D1 antagonist | D1 ag | GRP78 ERSR act | D1 PAM | D2 PAM | Vif-A3F inh | RXFP1 ag | Vif-APOBEC3G blk | RXFP1 antagonist
CCOC(=O)c1c(C)[nH]c(C(=O)N(C)CC(=O)Nc2ccc(OC)cc2)c1C | -68* | 1 | -9% | 4 | -3 | 6% | -2.2% | -5% | 2
CN1CCCNc2nc3ccccc3nc21 | -15 | 2 | 6% | -2 | 8 | 2% | -1.9% | -2% | 4
Cc1c(C(=O)O)sc2nc(/C=C/c3ccccc3OC(F)F)[nH]c(=O)c12 | 3 | 5 | -2% | -4 | -2 | 2% | 0.8% | 0% | 1
NS(=O)(=O)c1ccc(CCNC(=O)c2ccc3nc4ccc(Cl)cc4c(=O)n3c2)cc1 | -6 | 3 | -4% | 2 | 6 | 2% | 5.2% | -2% | -6
O=C(O)c1c(N2CCCCC2)ccc([N+](=O)[O-])c1N1CCCCC1 | 5 | 14 | -1% | -8 | -6 | -2% | 2.4% | 0% | 6
CC(=O)Nc1ccccc1-c1nc2ccccc2n(C(C)C(=O)Nc2ccccc2C(F)(F)F)c1=O (configuration not stated) | -8 | 2 | . | 0 | -11 | . | 0.1% | . | -3
CC1CCc2c(sc(N)c2C(N)=O)C1 (configuration not stated) | 5 | -4 | 3% | 4 | 8 | -11% | 1.2% | 3% | 0
Cc1ccc(OCCNS(=O)(=O)c2ccc(Cl)cc2)cc1 | 9 | 3 | -2% | 7 | 17 | -3% | 1.6% | 1% | -5
Cc1ccc(N2CC(C(=O)Nc3ncc([N+](=O)[O-])s3)CC2=O)cc1 (configuration not stated) | -6 | 8 | 0% | 4 | 8 | -11% | -1.5% | 0% | -16
CSc1ncc(C(=O)Nc2ccc(F)cc2F)c(-c2ccccc2)n1 | -2 | 5 | -4% | -1 | -11 | 1% | ? | 2% | -8
O=C(CN1CCCCCC1)N/N=C/c1ccc(Cl)c(Cl)c1 | 9 | 4 | 0% | 6 | -7 | 7% | 0.0% | 1% | -7
CCS(=O)(=O)N1CCC(C(=O)Oc2ccccc2Br)CC1 | -24 | 7 | -4% | -10 | 0 | 1% | 2.1% | -3% | -5
COc1cccc(CNC(=O)CCC2CCCN(C(=O)c3ccoc3C)C2)c1 (configuration not stated) | -4 | 0 | -3% | 3 | 3 | 9% | 0.5% | 8% | 1
O=C(O)CNC(=O)c1ccc(NS(=O)(=O)c2ccc3ccccc3c2)cc1 | -5 | 2 | -1% | . | 0 | -7% | 4.3% | -1% | -4
Cc1cc(C)c(NC(=O)Cn2c(=O)n(CC3CCCO3)c(=O)c3ccccc32)c(C)c1 (configuration not stated) | -7 | 1 | -1% | 0 | 5 | -2% | 4.9% | 1% | .
O=C(N/N=C/c1ccc(Br)s1)c1ccco1 | -24 | -1 | 2% | -3 | -10 | 10% | 0.5% | 1% | -10
O=C(c1n[nH]c2ccccc12)N1CCN(S(=O)(=O)c2ccc(Cl)cc2)CC1 | -15 | 0 | -2% | -6 | 20 | 1% | 1.5% | -5% | 5
Oc1c(N=NC(=S)Nc2ccccc2F)c2ccccc2n1Cc1ccc(F)cc1 | 3 | 2 | 2% | 2 | 1 | -15% | -0.5% | -2% | -1
O=C(O)c1cccc(-c2nnn(Cc3ccccc3)n2)c1 | 5 | 0 | -15% | 10 | 6 | -1% | -0.6% | -6% | -2
Cc1ccc(Cl)cc1NC(=O)C[n+]1ccc(Cc2ccc([N+](=O)[O-])cc2)cc1 | -14 | 2 | 0% | -6 | -25 | 1% | -0.3% | 0% | 4
CC1(c2nnc(-c3ccccc3)o2)CC(c2cccnc2)=NO1 (configuration not stated) | 11 | 3 | 0% | 0 | 2 | 3% | 3.3% | 1% | .
CC12CCC(C(=O)NCc3ccccc3)(OC1=O)C2(C)C (configuration not stated) | 0 | 3 | 5% | 12 | -6 | -10% | 0.8% | 1% | 2
O=C(CCSc1ccccc1)OCn1nnc2ccccc2c1=O | -10 | 4 | 10% | -1 | -7 | -1% | 1.1% | -1% | ?
CN(C)C(=O)c1c(-c2ccccc2)oc2ccc(O)cc12 | -4 | 1 | -1% | 1 | -2 | -1% | 0.4% | 1% | -2
CN(C)S(=O)(=O)c1cccc(NC(=O)COC(=O)/C=C/c2cccs2)c1 | 4 | 2 | -3% | -5 | -2 | -20% | -0.2% | -3% | -1

Full records, looked up by structure. Order of screens: D1 antagonist	D1 ag	GRP78 ERSR act	D1 PAM	D2 PAM	Vif-A3F inh	RXFP1 ag	Vif-APOBEC3G blk	RXFP1 antagonist
Record of O=C(CN1CCCCCC1)N/N=C/c1ccc(Cl)c(Cl)c1 → 9	4	0%	6	-7	7%	0.0%	1%	-7
Record of O=C(O)c1cccc(-c2nnn(Cc3ccccc3)n2)c1 → 5	0	-15%	10	6	-1%	-0.6%	-6%	-2

Other records follow:
SMILES | D1 antagonist | D1 ag | GRP78 ERSR act | D1 PAM | D2 PAM | Vif-A3F inh | RXFP1 ag | Vif-APOBEC3G blk | RXFP1 antagonist
O=C(CCS(=O)(=O)Cc1ccc(Cl)cc1)NCCCN1CCN(c2ccccc2F)CC1 | -59* | 51* | -3% | -22 | 23 | -6% | 0.6% | 1% | -16
COc1cc(/C=C/C(=O)OCC(=O)NCc2ccc3c(c2)OCO3)cc(OC)c1OC | . | . | -5% | . | . | 2% | . | 0% | 8
Cc1cc(S(=O)(=O)N2CCN(CC(=O)NCCc3cccs3)CC2)ccc1Br | -8 | 0 | -2% | 4 | 14 | -7% | -2.2% | 0% | 0
Cc1ccc(C)c(N2C(=O)N(C)c3ccccc3S2(=O)=O)c1 | 27 | 0 | -2% | -3 | 7 | 6% | 0.1% | -1% | .
O=C(NCCc1ccccc1)c1cnn(-c2ccc(F)cc2)c1-n1cccc1 | -25 | 10 | 3% | -3 | -7 | 5% | 3.1% | 0% | .
CC(C)(C)c1ccc(OCC(=O)Nc2ccncc2)c(Br)c1 | 5 | 13 | 2% | 2 | -6 | -23% | 0.8% | -23% | -14
Cc1ccc(NC(=O)C(C)N2C(=O)c3ccccc3C2=O)c(C)c1 (configuration not stated) | -9 | 2 | 2% | -1 | -1 | 6% | 4.9% | -1% | 2
CC(C(=O)N1CCCCCC1)N(c1ccc(Cl)cc1)S(C)(=O)=O (configuration not stated) | -2 | 0 | -1% | 2 | 1 | 10% | 0.9% | 0% | -1
CCOC(=O)c1[nH]c2ccccc2c1NC(=O)c1ccc(OCC)cc1 | 1 | 2 | -5% | 2 | 8 | 0% | -1.5% | 9% | .
CN(Cc1ccccc1)N=Nc1ccccc1 | . | . | -3% | . | . | -6% | . | 0% | -25
CCOC(=O)C1CCCN(C(=S)NC(=O)c2cc(Br)ccc2Cl)C1 (configuration not stated) | 1 | 3 | -2% | -4 | 0 | 10% | -0.8% | -3% | 17
O=C(O)COc1ccc2oc3c(c2c1)CCCC3 | -1 | 4 | -6% | -4 | -8 | 4% | -0.4% | -1% | -1
COc1cc2ccccc2cc1C(=O)OCC(=O)NC1CCS(=O)(=O)C1 (configuration not stated) | -33* | 2 | -4% | -8 | -4 | 7% | 0.1% | 7% | -10
COc1cccc(C(=O)N(C)Cc2c(C)nn(C3CCS(=O)(=O)C3)c2C)c1 (configuration not stated) | . | . | -2% | . | . | 6% | . | 5% | 8
CCn1nc(C)c(CCN(C)C(=O)Nc2cc(C)cc(C)c2)c1C | 3 | -2 | -1% | -1 | 20 | -7% | 3.0% | 0% | .

Compounds shown so far containing fluorine, in the order listed:
SMILES | D1 antagonist | D1 ag | GRP78 ERSR act | D1 PAM | D2 PAM | Vif-A3F inh | RXFP1 ag | Vif-APOBEC3G blk | RXFP1 antagonist
Cc1c(C(=O)O)sc2nc(/C=C/c3ccccc3OC(F)F)[nH]c(=O)c12 | 3 | 5 | -2% | -4 | -2 | 2% | 0.8% | 0% | 1
CC(=O)Nc1ccccc1-c1nc2ccccc2n(C(C)C(=O)Nc2ccccc2C(F)(F)F)c1=O (configuration not stated) | -8 | 2 | . | 0 | -11 | . | 0.1% | . | -3
CSc1ncc(C(=O)Nc2ccc(F)cc2F)c(-c2ccccc2)n1 | -2 | 5 | -4% | -1 | -11 | 1% | ? | 2% | -8
Oc1c(N=NC(=S)Nc2ccccc2F)c2ccccc2n1Cc1ccc(F)cc1 | 3 | 2 | 2% | 2 | 1 | -15% | -0.5% | -2% | -1
O=C(CCS(=O)(=O)Cc1ccc(Cl)cc1)NCCCN1CCN(c2ccccc2F)CC1 | -59* | 51* | -3% | -22 | 23 | -6% | 0.6% | 1% | -16
O=C(NCCc1ccccc1)c1cnn(-c2ccc(F)cc2)c1-n1cccc1 | -25 | 10 | 3% | -3 | -7 | 5% | 3.1% | 0% | .

Some of the compounds tested; count on the stated rates, not on these rows.
